Bioassay records as filed in PubChem.
RECQ1 helicase = qHTS Assay for Inhibitors of RecQ-Like Dna Helicase 1 (RECQ1) | ATP-dependent DNA helicase Q1 (Homo sapiens), P46063 | RECQ1 DNA unwinding, red fluorescence kinetic read | Potency, µM (doses to about 57.3 µM), inactives show top-dose activity, negative = inhibition, most hits filed as inhibitors | actives 0.54% (n = 240,000);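 note: plate controls were vehicle for no effect and no enzyme for full effect; nearly all actives have a fitted effect of over 30% in size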
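50 nM RECQ1T1 preincubated 15 min with compound in Tris pH 8.0 buffer with MgCl2, DTT, Tween-20 and 2.5 ug/ml poly(dI-dC); started with 200 nM TAMRA/BHQ-2 forked duplex and 2 mM ATP. Unwinding read as fluorescence (525/598 nm), two reads 2 h apart.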
GAA inh = qHTS Assay for Inhibitors of Human alpha-Glucosidase as a Potential Chaperone Treatment of Pompe Disease; Lysosomal alpha-glucosidase (Homo sapiens), P10253; purified human GAA, 4-MU-alpha-glucoside fluorescence; Potency, µM (top dose mostly 76.9 µM), for the others: at the highest dose activity change, negative = inhibition, usual class: inhibitors; actives 0.005% (n = 200,000); AID 1466, 2008;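 note: plate controls were uninhibited enzyme wells for no effect and no-enzyme background for full effect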
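Read-out is 4-methylumbelliferone fluorescence (Ex 365/Em 440 nm) after NaOH/glycine stop at pH 10. Enzyme 4 nM, substrate 400 uM, pH 5.0 citrate buffer, 20 min room temperature; AC50 from Hill-equation concentration-response.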
TR SRC2 fluor cs = Total Fluorescence Counterscreen for Inhibitors of the Interaction of Thyroid Hormone Receptor and Steroid Receptor Coregulator 2. TRb/SRC2 Texas Red total fluorescence interference. actives 0.29% (n = 280,000). Potency, µM (highest dose often 106 µM), inactives show at the top dose fluorescence change, negative = quenching; active = well fitted curve in either direction with a large enough effect; inconclusive = small, poorly fitted or top-dose-only effect
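Human TRb ligand-binding domain at 0.6 uM with 20 nM Texas Red SRC2 peptide in Tris buffer containing 1 uM T3 and 5% DMSO, incubated with compound 5 h at ambient temperature. Total fluorescence (555/632 nm) calculated as parallel + 2 × perpendicular.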
TRb-SRC2 inh = qHTS for Inhibitors of the Interaction of Thyroid Hormone Receptor and Steroid Receptor Coregulator 2; Potency, µM (highest dose often 106 µM), for inactives: at the top dose activity change, negative = inhibition, actives largely listed as inhibitors; Thyroid hormone receptor beta (Homo sapiens), P10828; actives 0.065% (n = 280,000); TRbeta-SRC2 peptide binding, fluorescence polarization; receptor liganded with 1 µM T3;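 note: plate controls were bound peptide for no effect and peptide without receptor for full effect; nearly all actives have a fitted effect of over 50% in size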
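Assay buffer: 20 mM Tris-HCl, 100 mM NaCl, 10% glycerol, 1 mM EDTA, 0.01% NP-40, 1 mM DTT, 1 uM T3, 5% DMSO; TRb LBD 0.6 uM, Texas Red SRC2 20 nM; FP after 5 hr.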
aGlu spleen mod = qHTS Assay for Inhibitors and Activators of Human alpha-Glucosidase From Spleen Homogenate; Lysosomal alpha-glucosidase (Homo sapiens), P10253; human spleen homogenate, 4-MU-alpha-glucoside fluorescence; Potency, µM (titrated, usually from 79.9 µM), for the others: at the top dose activity change, negative = inhibition, actives largely listed as inhibitors; actives 0.006% (n = 240,000);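 note: 0% = enzyme with vehicle and -100% = no enzyme basal signal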
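AC50 values come from Hill-equation fits of concentration-response data, normalized to no-enzyme and full-activity controls. Enzyme source: 1 ug human spleen homogenate; 1 mM fluorogenic 4-MU glucoside, pH 5.0 citrate buffer, 37 C, 40 min.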
L3MBTL1 block = qHTS Assay for the Inhibitors of L3MBTL1. Lethal(3)malignant brain tumor-like protein 1 (Homo sapiens), Q9Y468. AlphaScreen L3MBTL1–H3K9me1 peptide binding. Potency, µM (highest dose often 57.1 µM), for inactives: at the top dose activity, negative = inhibition, hits mostly inhibitors. actives 0.66% (n = 230,000). AID 485360, 2010; note: nearly all actives have a fitted effect of over 60% in size
Target sequence (Q9Y468 whole entry, looked up): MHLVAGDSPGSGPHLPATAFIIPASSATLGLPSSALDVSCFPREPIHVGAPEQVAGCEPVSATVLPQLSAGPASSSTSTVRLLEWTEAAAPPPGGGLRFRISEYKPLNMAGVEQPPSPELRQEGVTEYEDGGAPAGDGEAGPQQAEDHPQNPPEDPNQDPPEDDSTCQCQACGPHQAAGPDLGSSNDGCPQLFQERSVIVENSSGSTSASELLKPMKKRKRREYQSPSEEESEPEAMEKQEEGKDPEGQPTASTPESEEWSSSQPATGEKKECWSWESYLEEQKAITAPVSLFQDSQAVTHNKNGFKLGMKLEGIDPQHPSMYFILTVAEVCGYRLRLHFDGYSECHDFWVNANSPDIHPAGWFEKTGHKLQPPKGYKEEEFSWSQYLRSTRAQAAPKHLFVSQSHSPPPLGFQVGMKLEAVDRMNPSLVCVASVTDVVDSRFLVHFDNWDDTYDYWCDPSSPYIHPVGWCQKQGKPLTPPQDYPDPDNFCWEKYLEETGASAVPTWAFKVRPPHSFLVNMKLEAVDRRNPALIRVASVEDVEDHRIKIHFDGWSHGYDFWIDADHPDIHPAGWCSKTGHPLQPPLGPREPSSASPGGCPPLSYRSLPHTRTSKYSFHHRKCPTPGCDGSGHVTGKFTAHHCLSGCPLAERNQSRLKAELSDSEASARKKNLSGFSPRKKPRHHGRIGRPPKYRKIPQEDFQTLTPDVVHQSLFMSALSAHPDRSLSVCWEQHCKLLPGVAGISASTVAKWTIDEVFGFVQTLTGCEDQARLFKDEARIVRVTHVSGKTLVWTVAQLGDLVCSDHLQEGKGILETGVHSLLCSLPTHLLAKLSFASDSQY
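L3MBTL1 (50 nM) pre-complexed 30 min with biotinylated H3(1-15)K9me1 peptide (75 nM), then compounds added for 30 min at room temperature; AlphaScreen streptavidin donor/nickel chelate acceptor beads (10 ug/mL final) read after 30 min dark incubation.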
RGS12 GoLoco inh = qHTS Assay for Inhibitors of RGS12 GoLoco Motif Activity (Red Fluorophore). Gai1:RGS12 GoLoco peptide FP, rhodamine, 10 min. Potency, µM (doses to about 61.6 µM), inactives show top-dose activity, negative = inhibition, hits mostly inhibitors. actives 0.44% (n = 230,000). AID 880, 2007; active = well fitted inhibition curve with a large enough effect, not every such curve was filed as active; inactive = no such curve, though single readings can be large or run the other way; note: nearly all actives have a fitted effect of over 30% in size; many of its hits are not listed in these tables
GAA glycogen = qHTS Assay for Inhibitors and Activators of Human alpha-Glucosidase Cleavage of Glycogen | Lysosomal alpha-glucosidase (Homo sapiens), P10253 | recombinant GAA, glycogen substrate, Amplex Red glucose oxidase fluorescence | Potency, µM (top dose mostly 76.4 µM), for inactives: top-dose activity change, negative = inhibition, usual class: inhibitors | actives 0.38% (n = 300,000) | AID 2100, 2009;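 note: 0% = full enzyme reaction and -100% = no-enzyme basal signal; the screen sought inhibitors and activators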
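Natural-substrate format: glycogen cleavage by 4 nM human enzyme, glucose read by Amplex Red coupling (Ex 573, Em 610 nm). Normalized to enzyme and no-enzyme controls.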
Numbers without * were called inactive; i = inactive; ? = inconclusive; nt = not tested or not shown; & = joins results of further samples; [ ] = dose if it differs, or a comment. Unless noted, calls come from the whole dose curve; as a rule, active = well fitted curve in the direction sought with a large enough effect; inconclusive = small, poorly fitted or top-dose-only effect, or another doubt; inactive = no such curve, though single readings can be large; an effect the other way counts as inactive or inconclusive. Unless noted, % is set by controls: 0 for no effect and ±100 for the full control effect; potency is the fitted concentration of half-maximal effect. This is a subset, so the mix of outcomes need not match the whole.

Screens in order: RECQ1 helicase | GAA inh | TR SRC2 fluor cs | TRb-SRC2 inh | aGlu spleen mod | L3MBTL1 block | RGS12 GoLoco inh | GAA glycogen
- CC[C@H](C)/C=C(C)/C=C/C1=CC2=CC(=O)[C@]3(C)OC(=O)[C@@H](C(C)=O)[C@@H]3C2=CO1
→ -18% | nt | 3% | -9% | -14% | -7% | 26% | -24%
- Cc1ccc(SCC(=O)NC(=O)NCc2ccco2)cc1C
→ -20% | 11% | -4% | -9% | -4% | ? | 3% | 2%
- Cc1ccc(O)c(NC(=O)c2noc3c2CCc2ccccc2-3)c1
→ -6% | 2% | 0% | 5% | 4% | nt | 2% | -1%
- O=C1CCCC(O)=C1N=Nc1c(Cl)cc(C(F)(F)F)cc1Cl
→ 13µM* | -1% | 28µM*[fluorescent] | 1.4µM* | -11% | -53% | 1% | -2%
- Cc1ccc(NC(=O)c2cc(N3C(=O)C=CC3=O)ccc2N2CCOCC2)cc1
→ 5% | 2% | -1% | 3% | 7% | -5% | -15% | 14%
- O=C1NC2c3ccccc3C(=O)N2c2c1cnn2-c1ccccc1 (stereo not drawn)
→ i | 4% | -7% | -7% | 5% | -7% | -7% | -18%
- Cc1ccc(O)c(C(=O)c2cc(C#N)c(=O)n(Cc3ccccc3)c2)c1
→ 7% | -7% | -6% | 1% | -6% | nt | -2% | 1%
- COc1ccc(C2CC(=O)N(CC(=O)NCC3CCCO3)c3ccccc3S2)cc1OC (stereo not drawn)
→ i | -6% | -7% | -10% | -14% | nt | -6% | -1%
- CN(Cc1ccco1)C(=O)c1ccc(N2CCCC2=O)cc1
→ -5% | -2% | -1% | -7% | -1% | -4% | -3% | 2%
- OCc1ccnc2c(O)cccc12
→ 13% | -8% | -3% | -24% | -10% | -85% | -7% | -13%
- O=C(/C=C/c1cccc(Cl)c1)NCCN1CCOCC1
→ -4% | 3% | 3% | -1% | 5% | 3% | 4% | -14%
- O=C(OCc1nc2ccccc2[nH]1)C1CCCCC1
→ -7% | 8% | -1%[53 µM] | -10%[53 µM] | -2% | 11% | 6% | 7%
- Fc1ccc(-c2nc3cnccn3c2NC2CCCC2)cc1
→ -9% | 8% | -2% | 5% | 3% | -12% | 10% | -12%
- CCN(CC)S(=O)(=O)c1cccc(NC(=O)CNC2CCCCCC2)c1
→ 0% | nt | 0% | -4% | -8% | -5% | -8% | -10%
- CN1CCN(c2ccc(C(=O)c3ccccc3)cc2[N+](=O)[O-])CC1
→ -2% | -5% | 0%[53 µM] | -6%[53 µM] | -6% | -18% | 7% | -7%
- C/C=C/c1ccc(OCCCNC2CCCC2)c(OC)c1
→ -3% | 0% | 0% | 3% | -10% | nt | -5% | -3%
- O=C(C1CCN(C2CC(=O)N(c3ccc(Cl)cc3)C2=O)CC1)N1CCOCC1 (stereo not drawn)
→ i | -8% | -4% | 0% | -6% | -1% | -14% | -3%
- CCOc1ccc(N=C2NC(=O)C(CC(=O)O)S2)cc1 (stereo not drawn)
→ -13% | -1% | -1% | -2% | 2% | 7% | 2% | 7%
- CCn1c(C(C)NC(=O)c2cccc(C)c2)nc2ccccc21 (stereo not drawn)
→ -15% | ? | -8% | 5% | -6% | -1% | -12% | 8%
- CNC(=O)CCC(=O)Nc1ccc(C)cc1
→ i | 0% | 1% | 4% | 1% | -7% | 14% | 3%
- O=C(CSc1c(F)c(F)cc(F)c1F)Nc1ccc(C2SCCS2)cc1
→ -8% | nt | 0% | 9% | 7% | -9% | -70% | -3%
- CC(C)OCCCNC(=O)c1ccc2c(=O)n(Cc3ccc4c(c3)OCO4)c(=S)[nH]c2c1
→ -5% | 1% | -2% | 8% | -3% | nt | -6% | 4%
- COc1ccc2oc(=O)c(-c3nnc(N)s3)cc2c1
→ i | -9% | -10% | -2% | 3% | 27% | 14% | 27%
- O=C(CSc1nc2ccccc2[nH]1)Nc1c(F)c(F)c(F)c(F)c1F
→ -2% | ? | -4% | -4% | -1% | nt | 6% | 0%
- Cc1ccccc1C(OCCN(C)C)c1ccccc1 (stereo not drawn)
→ -1%&-2% | 0%[15.4 µM] | -1% | -4% | -1%&3%&-9%&-2% | -10%&-17% | 14%&10%&6%&1% | 5%&8%
- Cc1ccccc1-c1cnn(-c2cccc([N+](=O)[O-])c2)c1N
→ -20% | -7% | 0% | 6% | -1% | nt | -3% | -7%
- CC1(CC(=O)N/N=C/c2ccc(-c3ccc(Cl)cc3)o2)OCCO1
→ -8% | 3% | 4% | -24% | -3% | 9% | -12% | 1%
- O=C1NCCN1Cc1ccccc1
→ i | -5% | 1% | -13% | -3% | 7% | -2% | 8%
- Cc1cccc(-n2nc3c(c2NC(=O)c2ccc(Br)o2)CSC3)c1
→ -14% | -5% | 0% | 6% | -1% | nt | 0% | 0%
- COc1ccc2c(c1)CCC(C)N2C(=O)C(=O)c1c[nH]c2ccccc12 (stereo not drawn)
→ -11% | nt | 0% | 1% | 1% | nt | 7% | 2%

4 entries from above, field by field:
> O=C(CSc1c(F)c(F)cc(F)c1F)Nc1ccc(C2SCCS2)cc1
- RECQ1 helicase: -8%
- GAA inh: nt
- TR SRC2 fluor cs: 0%
- TRb-SRC2 inh: 9%
- aGlu spleen mod: 7%
- L3MBTL1 block: -9%
- RGS12 GoLoco inh: -70%
- GAA glycogen: -3%

> Cc1cccc(-n2nc3c(c2NC(=O)c2ccc(Br)o2)CSC3)c1
- RECQ1 helicase: -14%
- GAA inh: -5%
- TR SRC2 fluor cs: 0%
- TRb-SRC2 inh: 6%
- aGlu spleen mod: -1%
- L3MBTL1 block: nt
- RGS12 GoLoco inh: 0%
- GAA glycogen: 0%

> COc1ccc2c(c1)CCC(C)N2C(=O)C(=O)c1c[nH]c2ccccc12 (stereo not drawn)
- RECQ1 helicase: -11%
- GAA inh: nt
- TR SRC2 fluor cs: 0%
- TRb-SRC2 inh: 1%
- aGlu spleen mod: 1%
- L3MBTL1 block: nt
- RGS12 GoLoco inh: 7%
- GAA glycogen: 2%

> CC1(CC(=O)N/N=C/c2ccc(-c3ccc(Cl)cc3)o2)OCCO1
- RECQ1 helicase: -8%
- GAA inh: 3%
- TR SRC2 fluor cs: 4%
- TRb-SRC2 inh: -24%
- aGlu spleen mod: -3%
- L3MBTL1 block: 9%
- RGS12 GoLoco inh: -12%
- GAA glycogen: 1%

Later entries.
Screens in order: RECQ1 helicase | GAA inh | TR SRC2 fluor cs | TRb-SRC2 inh | aGlu spleen mod | L3MBTL1 block | RGS12 GoLoco inh | GAA glycogen
- CCOc1ccc(NC(=S)Nc2ccc(Br)cc2Cl)cc1
→ 0% | 3% | -7% | -5% | -13% | -9%[11.4 µM] | 11% | ?
- O=C(Oc1ccccc1)c1c(Cl)cccc1P(=O)(O)O
→ -2% | -4% | -1% | 2% | 3% | 1% | 6% | 3%
- CCCNc1c(N)n(-c2ccccc2)c(=O)[nH]c1=O
→ -2% | 0% | -1% | -5% | -2% | nt | 2% | ?
- CCCCCCCCCCCCCC[C@@H](O)[C@@H](O)[C@H](CO)NC(C)=O
→ i | nt | -28% | 0% | -15% | nt | nt | nt
- CNC(=S)NNC(=O)c1ccccc1F
→ -5% | -4% | -1% | 8% | nt | 11% | -2% | -15%
- Cc1ccc(/C=C/C(=O)Nn2cnnc2)cc1
→ -13% | 1% | -2% | -3% | 4% | nt | -1% | 9%
- CC(C)Cc1ccc(C(C)C(=O)Nc2ncccn2)cc1 (stereo not drawn)
→ i | ? | -2% | 12% | 0% | 2% | 14% | 20%
- CC(=O)Nc1cccc(NC(=O)c2c(-c3ccccc3)noc2C)c1
→ i | -12% | 2% | 0% | -2% | nt | 3% | 0%
- CC(C)c1ccc(NC(=O)c2sccc2-n2cccc2)cc1
→ -6% | -6% | 1% | -2% | -9% | nt | -2% | -13%
- CCCc1nnc(NC(=O)CN2CCOCC2)s1
→ -7% | 10% | -4% | -11% | -4% | 4% | 12% | 23%
- O=C(CCc1ccc(S(=O)(=O)NCc2ccccc2)cc1)NCc1cccnc1
→ 0% | 7% | -1% | -4% | -2% | -6% | -6% | 7%
- O=Cc1sc(=O)n(Cc2cccc(C(=O)O)c2)c1Cl
→ i | nt | -2% | 0% | 5% | -30% | -20% | 14%
- Cc1nc(SCC(=O)c2ccc(F)c(F)c2)[nH]c(=O)c1Oc1ccc(F)cc1
→ i | -2% | -5% | -2% | 0% | 7% | 6% | 7%
- CS(=O)(=O)N(CCc1ccccc1)CC(=O)Nc1ccc2c(c1)OCO2
→ -3% | 2% | 1% | -16% | -2% | nt | 3% | -2%
- O=C(c1cccc(COCC(F)(F)C(F)F)c1)N1CCN(c2ccccc2)CC1
→ -2% | -6% | 1% | -1% | -7% | nt | -1% | -2%
- Cc1cc(NS(=O)(=O)c2ccc(NC(=S)NCc3ccccc3)cc2)no1
→ 22% | 2% | 3% | 5% | 7% | 0% | 20% | -1%
- Cn1nc(C(C)(C)C)cc1C(=O)NNC(=O)c1ccccc1Cl
→ -6% | 3%[15.4 µM] | 1% | 8% | 1% | 4% | 5% | 8%
- CCOc1ccc(C2C(C#N)=C(N)N3C(=C2C#N)Sc2ccccc23)cc1 (stereo not drawn)
→ i | -5% | 1% | -5% | -3% | 27% | 2% | 7%
